CHOP inh – CHOP inhibition in unfolded protein response | CHO-K1 CHOP-promoter luciferase, tunicamycin-induced, 15-18 h | actives 3.8% (n = 220,000) | inhibition, % at 10 µM | AID 2732;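 active means compounds that reduced the stress-induced luciferase reporter signal by more than about 70% of percent inhibition, limit read from the data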;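 further: 0% = tunicamycin plus vehicle and 100% = wells without tunicamycin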
EP2 mod – modulates human prostaglandin E2 receptor EP2 signaling. EP2-expressing cells, cAMP HTRF FRET, PGE2 co-stimulation. induction, % at 25 µM. actives 0.83% (n = 260,000). AID 940;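 active means compounds whose cAMP rise, as percent of the full-agonist control response, exceeds 60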;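 further: rat C6 glioma line stably carrying human EP2 under a CMV promoter; the protocol text gives 20 µM as final concentration; 100% = response of wells given 1 µM PGE2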
Target sequence (P43116 whole entry, looked up): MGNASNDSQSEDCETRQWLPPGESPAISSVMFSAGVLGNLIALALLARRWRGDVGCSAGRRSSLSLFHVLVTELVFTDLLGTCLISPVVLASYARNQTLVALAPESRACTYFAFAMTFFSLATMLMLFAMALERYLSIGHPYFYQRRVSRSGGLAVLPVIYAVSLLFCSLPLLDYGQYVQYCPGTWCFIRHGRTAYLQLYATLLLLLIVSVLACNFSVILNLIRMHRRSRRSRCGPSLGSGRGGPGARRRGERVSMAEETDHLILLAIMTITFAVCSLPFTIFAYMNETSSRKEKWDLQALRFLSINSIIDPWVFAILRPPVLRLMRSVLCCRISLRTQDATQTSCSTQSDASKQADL
NPY-Y1 antag – NPY-Y1 (human) receptor antagonism; inhibition, % at 3.6 µM; actives 1% (n = 200,000); P25929; HEK293-CNG Y1 cells, membrane potential fluorescence; NPY at EC95, then isoproterenol;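 active means inhibition above the campaign mean inhibition of all tested compounds plus 3 SD, cut at about 20% in these data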;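 further: 0% = DMSO wells given NPY plus isoproterenol and 100% = isoproterenol alone without NPY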
Target sequence (P25929 whole entry, looked up): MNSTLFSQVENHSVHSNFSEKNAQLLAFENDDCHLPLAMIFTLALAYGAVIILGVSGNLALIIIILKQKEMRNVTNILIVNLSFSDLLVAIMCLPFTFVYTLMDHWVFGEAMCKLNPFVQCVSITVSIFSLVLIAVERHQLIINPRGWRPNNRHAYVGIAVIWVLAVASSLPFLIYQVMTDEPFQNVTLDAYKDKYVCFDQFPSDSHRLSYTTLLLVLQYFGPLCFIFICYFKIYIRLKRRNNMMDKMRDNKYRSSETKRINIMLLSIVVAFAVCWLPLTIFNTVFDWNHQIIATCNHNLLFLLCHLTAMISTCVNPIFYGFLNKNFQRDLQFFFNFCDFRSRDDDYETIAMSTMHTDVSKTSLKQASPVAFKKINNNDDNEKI
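Test system – HEK293 Y1/CNG channel cell line · Also added – NPY agonist 25 nM, then isoproterenol 1 µM plus Ro 20-1724 25 µM · Compound dosing – one concentration, 3.6 µM, in 0.4% DMSO · Schedule – compound incubation 1 h at room temperature, readout 45 min post-stimulation · Technique – fluorescence, membrane potential probe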
PGE2 EP2 inh – EP2 receptor (human) inhibition; P43116; C6 glioma cells expressing human EP2, cAMP TR-FRET; cells stimulated with saturating PGE2; inhibition, % at 25 µM; actives 0.52% (n = 260,000);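 active means percent inhibition above 40 after rounding to a whole number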;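 further: rat C6 glioma host cells with rolipram phosphodiesterase inhibitor present; the protocol text gives 20 µM as final concentration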
TRPML3 agonist – activates the human TRPML3 channel. actives 0.29% (n = 220,000). AID 1448. activation, % at 3 µM. HEK293 TRPML3-YFP, Fluo-8 calcium fluorescence; 100% = the carbachol control signal. Q8TDD5;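 active means activation above its plate's cutoff, the mean activation of the plate's test wells plus 3 SD, cut at about 12% in these data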;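 further: 0% = DMSO only wells and 100% = carbachol wells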
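Test system – HEK293 line with stable expression of human TRPML3-YFP channel · Control set – carbachol 87 µM final as high control (100%), DMSO as low control (0%) · Signal – Fluo-8 calcium dye fluorescence, ex 470-495, em 515-575 nm · Incubation – 1-h 37 °C dye load, 5-s basal, 120-s post-compound reads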
14-3-3 Bad PPI – disrupts binding of bovine 14-3-3 zeta to phospho-Bad peptide; AID 781; TR-FRET 14-3-3zeta/Dy647-pBad peptide displacement, 1 h; P63103; inhibition, % at 21.7 µM; actives 0.71% (n = 220,000);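 active means inhibition above about 70%, limit read from the data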;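 further: 0% = full 14-3-3 plus peptide FRET controls and 100% = background without 14-3-3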
Target sequence (P63103 whole entry, looked up): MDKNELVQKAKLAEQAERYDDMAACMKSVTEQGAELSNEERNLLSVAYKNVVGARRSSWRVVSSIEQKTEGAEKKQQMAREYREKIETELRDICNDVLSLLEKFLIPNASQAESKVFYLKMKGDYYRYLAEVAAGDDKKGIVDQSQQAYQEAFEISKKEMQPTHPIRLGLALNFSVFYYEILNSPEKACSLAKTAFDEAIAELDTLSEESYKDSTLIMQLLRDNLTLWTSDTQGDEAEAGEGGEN
PPC-1+TRAIL kill – compounds killing PPC-1 cancer cells with TRAIL present (potentiator screen, no TRAIL-free arm) | PPC-1 cells + TRAIL, ATPLite viability luminescence | cell killing (% activity), % at 4 µM | actives 0.41% (n = 220,000) | AID 1443;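 active means cell killing above 50% in the first pass at 4 µM, then a duplicate retest at 5 µM averaging 50% or more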;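 further: plate controls were cells with TRAIL plus DMSO for no effect and medium-only wells lacking cells for full effect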
TRPN1 ag – zebrafish TRPN1 (NompC) channel agonism. actives 0.18% (n = 220,000). activation, % at 3 µM. HEK293 zebrafish TRPN1-YFP, Fluo-8 calcium fluorescence; 100% = response to 87 µM carbachol;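 active means activation above its plate's cutoff, the mean activation of test wells on that plate plus 3 SD, cut at about 19% in these data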;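 further: 0% = DMSO alone and 100% = 87 µM carbachol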
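Control set: carbachol 87 µM as high control, DMSO as low control; system: HEK293 stable line with zebrafish TRPN1-YFP; read-out: % activation versus carbachol response; detection: intracellular calcium fluorescence with Fluo-8; doses: single test compound dose, 3 µM nominal, 0.3% DMSO; schedule: dye 1 h 37 °C plus 30 min RT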
NPY1 pot ag – human NPY-Y1 potentiation or agonism, primary screen; NPY-Y1 expressing cells, potentiator/agonist activation; AID 1304; activation, % at 3.6 µM; actives 0.37% (n = 220,000); in the data active means activation above about 33%, passing the limit was not always enough;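 further: cells stimulated with NPY at EC10 then isoproterenol at EC100; 0% = low agonist plus stimulus and 100% = saturating agonist plus stimulus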
* hit, by the source's call; · = no result given; & = joins results of further samples; [ ] = remark or other dose. This is a subset; count on the stated rates, not on these rows.

SMILES	TRPN1 ag	NPY-Y1 antag	PGE2 EP2 inh	14-3-3 Bad PPI	NPY1 pot ag	CHOP inh	TRPML3 agonist	EP2 mod	PPC-1+TRAIL kill
Cc1nnc(SCCn2c(N3CCN(Cc4ccccc4)CC3)nc3c2c(=O)[nH]c(=O)n3C)s1	0.7	3	10	-3	-5	-2	0.5	-9	-7
COc1ccc(O)c(/C=N/NC(=S)Nc2cccnc2)c1	1.1	3	3	-32	-6	34	1.0	-51	48
c1nc(N2CCOCC2)c2[nH]cnc2n1	-0.1	6	7	·	-2	·	1.1	·	·
CCNS(=O)(=O)c1c(C)cc(N2CCCC2=O)cc1C	3.3	2	13	3[fluorescence artefact?]	-9	13	0.3	-3	-18
CCCCN(C)CCCNC(=O)c1cccc(N2CCCC2=O)c1	2.3	1	15	-8	-33	-3	0.2	3	17
COc1ccc(C2/C=C\CN(C(=O)c3ccccc3)[C@H](Cc3ccccc3)C(=O)N2Cc2ccc(F)cc2)cc1 (some centres not stated)	·	·	9	-5	·	9	·	-7	-3
CCCCn1c(NCc2ccc3c(c2)OCO3)nc2ccccc21	-1.0	20*	22	1	-19	40	-1.1	18	18
Cc1cc(C)n2ncc(C(=O)NCc3ccccc3)c2n1	0.3	4	6	-8	-10	55	0.7	30	-1
Cc1cc(C(=O)N/N=C\c2ccc(COc3ccc([N+](=O)[O-])cc3)o2)ccc1[N+](=O)[O-]	0.9	0	15	12	-19	2	0.0	0	16
c1ccc(CCN2CCN(c3ncnc4c3cnn4-c3ccccc3)CC2)cc1	2.6	-4	5	-3	-2	53	-0.3	-42	10
O=C(COC(=O)COc1ccc(Br)cc1)Nc1cccnc1Cl	-0.9	4	5	5	-4	2	-0.2	3	25
CC(=O)Nc1ccc(NC(=O)CSc2nnc(-c3ccc(NS(C)(=O)=O)cc3)n2C)cc1C	1.8	1	9	-7	24	-16	0.7	20	-24

SMILES	TRPN1 ag	NPY-Y1 antag	PGE2 EP2 inh	14-3-3 Bad PPI	NPY1 pot ag	CHOP inh	TRPML3 agonist	EP2 mod	PPC-1+TRAIL kill
CC(NC(=O)c1cccnc1)C(c1ccccc1)N1CCN(C)CC1 (configuration not stated)	0.7	-7	3	-7[fluorescence artefact?]	1	-1	0.4	4	28
Cc1cc(Br)ccc1SCC(=O)OCC(=O)Nc1ccccc1C#N	-0.6	8	4	-10	-15	0	0.5	24	11
COc1cc(C(=O)O/N=C2\CCCc3c2ccc(OC)c3[N+](=O)[O-])cc(OC)c1OC	0.1	-1	·	3	-2	39	0.6	9	7
CCCCCCn1c(CN2CCN(C)CC2)nc2c1c(=O)n(C)c(=O)n2C	0.9	-3	9	0[fluorescence artefact?]	10	6	-0.4	24	·
C=CCN(C)CC/C=C1\c2ccccc2CSc2ccccc21	0.9	8	22	2[fluorescence artefact?]	-16	37	0.3	22	-1
Cc1ccc(-c2nc3cnccn3c2Nc2c(C)cccc2C)o1	1.1	-3	5	-3	8	-40	0.1	-3	25
O=C(C1CCN(S(=O)(=O)c2cccc3cccnc23)CC1)N1CCn2c1nc1ccccc12	1.5	0	·	-10	1	28	-0.2	-22	-14
Cc1cc(-c2ccc(Cl)s2)n[nH]1	-1.7	-2	·	-13	4	10	-0.9	-9	3
CCc1nc(NC(C)C)c2oc3ccccc3c2n1	3.1	3	19	76*	-22	40	3.0	-20	·
CN(Cc1nc2c(s1)CCCC2)C(=O)CCc1nnc(-c2ccccc2)o1	-0.1	0	4	-4	-10	10	0.1	-13	6
COc1ccc(C2C(C(=O)NCc3ccco3)c3ccccc3C(=O)N2C)cc1 (configuration not stated)	-0.8	7	16	-7	-1	-18	0.2	19	9
N#Cc1ccc2c(c1)NC(=O)C1CCCN21 (configuration not stated)	1.0	-2	8	-18	-4	13	0.6	-11	-6

SMILES	TRPN1 ag	NPY-Y1 antag	PGE2 EP2 inh	14-3-3 Bad PPI	NPY1 pot ag	CHOP inh	TRPML3 agonist	EP2 mod	PPC-1+TRAIL kill
O=C(N/N=C1\CC(c2ccccc2)Oc2ccccc21)c1ccccn1 (configuration not stated)	1.1	14	5	-11	-9	1	0.8	-5	7
CC1(C)CC(=O)C(C=Nc2ccccc2C(=O)O)=C(O)C1	0.8	-5	8	36[fluorescence artefact?]	2	17	0.3	16	16
CCc1ccc(-c2cc(C(F)(F)F)n3nc(C(=O)Nc4c(C)nn(Cc5ccccc5Cl)c4C)cc3n2)s1	0.3	-3	11	-10[fluorescence artefact?]	5	36	0.8	22	-6
Cc1cc(C)c(C)c(S(=O)(=O)N2CCN(CC(=O)NC(=O)NCc3ccccc3)CC2)c1C	1.5	0	5	9	12	56	0.3	18	17
CCC(=O)c1ccc(N2CCN(C(=O)c3ccccc3Br)CC2)c(F)c1	8.1	-4	6	-10	27	8	3.8	-35	4
O=C(CSc1nnnn1-c1ccc(Cl)c(C(=O)O)c1)NC(c1ccccc1)c1ccccc1	0.2	·	7	0	2	16	-0.5	7	-3
CCOC(=O)c1c(NC(=O)CN2CCC(C)CC2)sc(C)c1C	-0.7	1	6	-22	-8	19	0.6	44	5
COCCCNC(=O)Cn1cc(C(=O)C2CC2)c2ccccc21	-0.4	-2	4&12	5[fluorescence artefact?]	10	25	0.0	4&-12	13
Cc1ccc(/C=c2\sc3nc(-c4cccs4)nn3c2=O)o1	0.7	-2	16	-23	-24	7	0.5	8	-4
O=C(c1cnn2c(C(F)(F)F)cc(-c3ccc(Br)cc3)nc12)N1CCOCC1	1.1	-3	8	6	16	29	0.5	-41	3
O=c1cc(Cl)[nH]c(=O)n1CCNc1ncc(C(F)(F)F)cc1Cl	2.2	-1	11	19	-38	-21	0.8	47	19
CCN(CC)C(=O)CSCc1cnn(-c2ccccc2)c1-n1cccc1	-1.0	11	8	-15	1	20	-0.1	-5	-16

SMILES	TRPN1 ag	NPY-Y1 antag	PGE2 EP2 inh	14-3-3 Bad PPI	NPY1 pot ag	CHOP inh	TRPML3 agonist	EP2 mod	PPC-1+TRAIL kill
O=C(NCc1ccco1)C1CCN(c2ccc(S(=O)(=O)N3CCOCC3)cc2[N+](=O)[O-])CC1	-1.0	-1	6	-8	4	-10	-0.3	2	27
N#CCC(=O)Nc1ccc(C(=O)OCC(=O)c2ccc3c(c2)OCCO3)cc1	0.7	1	9	-4	2	25	0.2	-54	11
Cc1cc(=O)n2[nH]c(C)c(-c3ccccc3)c2n1	-0.6	4	·	6	-23	-45	0.0	-4	18
Cn1cccc1C(=O)OCC(=O)NC(=O)NC1CCCCC1	0.8	5	6	-4	4	1	-1.6	-1	15
COc1cc(N/N=C/c2ccccc2O)ncn1	1.7	1	10	13	-2	-3	0.0	-14	13
Cc1ccc(NC(NC(=O)c2cccs2)C(Cl)(Cl)Cl)cc1C (configuration not stated)	0.5	-2	17	-7	-1	80*	0.7	-74	13
CCCC(=O)Nc1ccc(C)c(O)c1	-0.6	-1	15	-6[fluorescence artefact?]	11	1	0.8	4	2
CC(=O)c1ccc(OCC(O)CN(C)Cc2cccs2)cc1 (configuration not stated)	2.0	6	11	56[fluorescence artefact?]	8	4	0.5	10	10
CC(=O)Nc1cccc(Nc2nc(-c3ccccc3F)nc3ccccc23)c1	2.5	-2	5	-10	-8	23	0.4	-34	-8
O=C(CCNC(=O)Cn1ccc2ccccc2c1=O)NCCCN1CCOCC1	-0.2	-3	1	-1	3	-3	0.5	-14	10
Cc1ccc(S(=O)(=O)N(C)C)cc1NC(=S)N1CCN(Cc2ccc3c(c2)OCO3)CC1	3.0	-1	6	-6	21	34	1.8	-20	0
COc1cccc(NC(=S)N2CCN(C/C=C/c3ccccc3)CC2)c1	2.5	-1	4	6	-9	35	1.7	-26	2

SMILES	TRPN1 ag	NPY-Y1 antag	PGE2 EP2 inh	14-3-3 Bad PPI	NPY1 pot ag	CHOP inh	TRPML3 agonist	EP2 mod	PPC-1+TRAIL kill
O=C(CCN1C(=O)C2C3C=CC(C3)C2C1=O)NCCN1CCCc2ccccc21 (configuration not stated)	1.2	4	8	-5	-25	-20	0.2	7	-10
C/C(=N\NC(=O)c1ccc(Cl)cc1)c1ccc(N2CCOCC2)cc1	0.7	3	7	-5[fluorescence artefact?]	-4	8	0.9	-58	7
CCOC(=O)N1CCN(C(=S)Nc2cc(OC)c(OC)cc2C(=O)OC)CC1	0.8	3	6	-7	-22	11	-0.3	20	9
CC12CC(c3ccccc3O1)C(C(=O)NCc1ccccc1)C(=O)N2 (configuration not stated)	0.6	-2	7	7[fluorescence artefact?]	-12	0	0.4	-14	20
Cc1ccccc1OCc1nnc(SCc2cc(=O)[nH]c3ccccc23)o1	-0.5	4	13	3	-21	48	0.2	-24	-10
Nc1ncnc(Nc2ccccc2C(F)(F)F)n1	1.3	-5	15	4[fluorescence artefact?]	-13	-16	0.8	3	11
Cc1ccc2c(CN3C(=O)NC(C)(c4ccc5c(c4)OCO5)C3=O)cc(=O)oc2c1 (configuration not stated)	0.0	7	5	-6[fluorescence artefact?]	-31	28	0.9	17	-3
Cc1ccc(-c2c(C#N)c(N)nc3c2CCCCC3)cc1	-1.2	2	26	-5	-7	47	0.4	6	-10
CCOC(=O)N1CCN(C(=O)C(C)N(c2ccccc2)S(C)(=O)=O)CC1 (configuration not stated)	0.6	5	7	-5	-32	3	0.3	7	6
Cc1cc(N2CCOCC2)ccc1/C=C\[N+](=O)[O-]	6.5	-3	57*	6[fluorescence artefact?]	-13	62	6.5	-39	18
Cc1nc(CN(C)Cc2nc(Cc3cccc(F)c3)no2)cs1	1.1	-3	-1	-7	-12	11	1.2	18	-1
O=C1/C(=C/c2ccccn2)SC(=S)N1c1ccc(O)cc1	-0.3	·	7	15	44	-1	0.2	3	-5

SMILES	TRPN1 ag	NPY-Y1 antag	PGE2 EP2 inh	14-3-3 Bad PPI	NPY1 pot ag	CHOP inh	TRPML3 agonist	EP2 mod	PPC-1+TRAIL kill
COc1ccc(-c2noc(CCC(=O)NCC3CCN(Cc4cccc(C)c4)CC3)n2)cc1	2.3	-1	12	-3	-29	3	2.3	-18	8
COc1ccc2cc(CN(CC3CCCO3)C(=O)Nc3ccccc3OC)c(=O)[nH]c2c1 (configuration not stated)	1.5	6	5	-4	10	32	0.7	-43	-17
COCCNC(=O)c1snc2ccc(Cl)cc12	-0.5	0	10	-3	-29	28	0.6	7	6
Cc1cc2oc(=O)cc(CN3CCC(C)CC3)c2cc1Cl	0.6	2	7	-1	7	85*	0.2	46	-1
Cc1cc(Cl)ccc1OCCCC(=O)N1CCN(C(=O)c2ccco2)CC1	2.0	10	6	3	-22	20	0.9	-47	23
Cc1ccc2nc(SCC(=O)Nc3cc(C(F)(F)F)ccc3N3CCOCC3)[nH]c2c1	-0.1	13	-1	-7	-3	·	0.7	3	-1
O=C(Cn1nnc(-c2ccccc2-n2cnnn2)n1)NCc1ccccc1	1.6	4	14	-2	6	9	0.0	-6	8

Screening data as filed in PubChem.
